Bioassay records from PubChem.
OX1R FRET antag – OX1R (human) antagonism; O43613; OX1R-expressing cells, FRET antagonist read-out; inhibition, % at 6.6 µM; 330,000 compounds, 1.8% hits; in the data active = inhibition mostly above about 38%, no sharp cut-off; inactive = mostly below about 40%;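 note: 0% = agonist challenge alone and 100% = reference antagonist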
Target sequence (O43613 whole entry, looked up): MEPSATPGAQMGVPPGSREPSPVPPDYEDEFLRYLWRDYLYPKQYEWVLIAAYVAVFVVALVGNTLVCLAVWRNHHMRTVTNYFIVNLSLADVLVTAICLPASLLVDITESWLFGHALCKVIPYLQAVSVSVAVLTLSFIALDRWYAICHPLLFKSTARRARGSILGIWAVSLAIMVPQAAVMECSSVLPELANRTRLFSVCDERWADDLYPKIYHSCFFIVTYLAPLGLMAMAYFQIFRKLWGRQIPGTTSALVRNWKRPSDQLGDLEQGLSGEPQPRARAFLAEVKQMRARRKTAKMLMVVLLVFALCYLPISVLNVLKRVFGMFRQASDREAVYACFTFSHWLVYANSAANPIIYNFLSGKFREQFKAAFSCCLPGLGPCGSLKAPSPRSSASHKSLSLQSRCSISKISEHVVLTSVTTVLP
STK33 inh – inhibitors of human STK33 kinase. purified STK33, MBP phosphorylation, ADP-Glo luminescence. Q9BYT3. 320,000 compounds, 0.073% hits. inhibition, % at 10 µM. AID 2661;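 active = inhibition at or above 25%, using the most active replicate where run in duplicate; inactive = inhibition below 25%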
Target sequence (Q9BYT3 whole entry, looked up): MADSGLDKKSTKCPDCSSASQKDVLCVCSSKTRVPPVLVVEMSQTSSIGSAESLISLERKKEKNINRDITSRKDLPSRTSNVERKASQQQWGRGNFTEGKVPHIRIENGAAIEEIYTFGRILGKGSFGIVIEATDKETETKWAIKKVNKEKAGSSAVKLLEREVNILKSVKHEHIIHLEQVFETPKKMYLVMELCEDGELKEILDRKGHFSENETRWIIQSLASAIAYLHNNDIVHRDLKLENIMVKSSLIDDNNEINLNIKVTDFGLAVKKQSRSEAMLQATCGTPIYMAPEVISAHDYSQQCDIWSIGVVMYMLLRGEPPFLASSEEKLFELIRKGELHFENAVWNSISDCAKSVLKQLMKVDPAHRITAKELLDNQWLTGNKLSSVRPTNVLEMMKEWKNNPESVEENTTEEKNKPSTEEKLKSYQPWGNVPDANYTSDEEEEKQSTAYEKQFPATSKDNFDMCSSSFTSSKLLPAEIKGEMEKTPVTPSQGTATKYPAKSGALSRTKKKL
* hit, by the source's call; / = not tested or not shown; & = joins results of further samples.

Under each structure: OX1R FRET antag | STK33 inh
> CCCCC(CC)CNC(=O)c1cc2ccccc2c(=O)o1 (stereo unspecified)
 : 17 | /
> CCn1cc(S(=O)(=O)Nc2cccnc2)cn1
 : 13 | -0.4
> COC(=O)[C@H](Cc1ccc(O)cc1)NC(=O)Cn1cnc2c(NCc3ccccc3)ncnc21
 : 8 | /
> Cc1cc2nnc(SCC(=O)NCC(c3ccccc3)N(C)C)n2c2ccccc12 (stereo unspecified)
 : 41 | 0.6
> CC1(C)CC(=O)c2sc(NC(=O)CN3CCOCC3)nc2C1
 : 14 | 0.2
> CCc1ccc(-c2csc3ncn(Cc4ccc(C(=O)O)cc4)c(=O)c23)cc1
 : 44 | -0.6
> O=C(NNC(=O)c1cc2ccccc2cc1O)Nc1ccc(Br)cc1
 : 38 | -2.5
> Cc1nn(-c2ccccc2)c(C)c1/C=N/NC(=O)c1cc(-c2ccc(Cl)s2)[nH]n1
 : 17 | 0.3
> CC1CCc2nc(NC(=O)c3ccc(S(=O)(=O)N4CCCc5ccccc54)cc3)sc2C1 (stereo unspecified)
 : 11 | -0.3
> COC(=O)C1(CCSC)NC(c2ccc(OC)cc2OC)C2C(=O)N(c3cccc(C(C)=O)c3)C(=O)C21 (stereo unspecified)
 : 9 | -2.8
> CC1(C)CN=C(N(C(=O)Nc2ccccc2)c2ccccc2F)S1
 : -3 | -0.5
> CCOC(=O)c1ccc(NC(=O)c2sc3nc(N4CCOCC4)c4c(c3c2N)CCCC4)cc1
 : 9 | 0.3
> CC(=O)NN1CCc2cc3ccc(C)cc3nc21
 : 0 | 0.0
> Clc1nccc(NCc2ccccc2)n1
 : 4 | -1.7
> Cc1cc(=S)cc(C)n1CCCO
 : 8 | 0.2
> CN(Cc1ccccc1)C(=O)Nc1ccc(Cl)cc1
 : 9 | 0.0
> FC(F)(F)c1ccc2c3n(nc2c1)CCN=C3c1ccc(Cl)cc1
 : 35 | -4.2
> Cc1nonc1NCn1nnc2ccccc21
 : 34 | -1.0
> COc1ccc2c(c1)cc(C(=O)N[C@@H](Cc1ccccc1)C(=O)N[C@@H](C)C(=O)O)n2C
 : 19 | -0.7
> CCCCCN(C(=O)CCC(=O)OCc1ccccc1C(F)(F)F)c1c(N)n(CCCC)c(=O)[nH]c1=O
 : 20 | 0.0

New compounds follow
Under each structure: OX1R FRET antag | STK33 inh
> CN(C)S(=O)(=O)c1cccc(N=c2scc(-c3ccc4c(c3)NC(=O)CO4)n2CC2CCCO2)c1 (stereo unspecified)
 : 16 | -0.1
> CN1C(CC(=O)Nc2ccc(Cl)cc2Cl)c2ccccc2CC1(C)C (stereo unspecified)
 : 2 | 1.2
> Cc1cc(C)cc(OCC(=O)NN2C(=O)c3ccccc3C2=O)c1
 : -1 | -1.3
> CCOc1ccccc1CN1CCN(Cc2cn(C)nc2-c2ccccc2)CC1CCO (stereo unspecified)
 : 11 | -1.6
> CC(=O)Nc1cccc(/C(C)=N/NC(=O)c2ccc(NS(=O)(=O)c3cccs3)cc2)c1
 : 14 | 2.0
> Cn1c(=O)c2c([nH]c(=S)n2Cc2ccc(Cl)cc2)n(C)c1=O
 : -10 | -0.2
> COc1ccc(N=C2S/C(=C\c3ccc(N4CCOCC4)o3)C(=O)N2CCc2c[nH]c3ccccc23)cc1
 : -2 | -0.1
> CCn1c(CNc2ccc(F)cc2)nnc1SCC(=O)Nc1ccccc1OC
 : 30 | -2.0
> COCCN(C(=O)CSc1nnc(-c2ccccc2OC)o1)c1c(N)n(CC(C)C)c(=O)[nH]c1=O
 : 23 | -1.2
> Cc1cc(C)c(NC(=O)CCCSc2nnc(N)s2)c(C)c1
 : 8 | -5.8
> CC(C)CCOC(=O)C1[C@H]2C(=O)N(Cc3cccs3)C[C@]23C=C[C@H]1O3 (stereo partly specified)
 : 12 | -0.2
> Cc1csc(NC(=O)CN2C(=O)C3CC=CCC3C2=O)n1 (stereo unspecified)
 : 10 | 0.5
> O=C(c1cccc(S(=O)(=O)Nc2ccc(F)cc2)c1)N1CCC1
 : 1 | -0.3
> CC(C)(C)C1CCC2(CC1)C(C#N)=C(SCC(=O)Nc1ccccc1)NC(=O)C2C#N (stereo unspecified)
 : 33 | 0.3
> Cc1sc(N2C(=O)C3C(C2=O)[C@H]2C=C[C@@H]3C2)c(C#N)c1C (stereo partly specified)
 : -5 | 0.4
> CC(c1ccco1)N(C(=O)c1cc(Cl)cc(Cl)c1)c1ccccn1 (stereo unspecified)
 : 22 | -0.2
> CC[C@H](CO)Oc1cc(NCc2ccc(Cl)c(Cl)c2)c2ncn(C(C)C)c2c1
 : 5 | 0.1
> O=C(N/N=C\c1cc([N+](=O)[O-])ccc1N1CCOCC1)c1ccccn1
 : 19 | 0.1
> CC(=O)N1CCN(c2ccc([N+](=O)[O-])cc2C#N)CC1
 : 100* | 0.2
> COc1c(F)c(F)c(C(=O)O)c(Nc2ccccc2)c1F
 : -3 | -1.5

(further entries)
Under each structure: OX1R FRET antag | STK33 inh
> CN(C)CC(=O)N1c2ccccc2Sc2ccc(Cl)cc21
 : 4 | -1.6
> Cc1onc(-c2ccccc2)c1C(=O)Nc1cccc(S(=O)(=O)NC2=NCCC2)c1
 : 9 | -1.4
> COCCCn1c(SCC(=O)Nc2ccccc2F)nnc1-c1ccoc1C
 : 4 | -0.9
> Cc1ccc(S(=O)(=O)N2CCN(CC(=O)N/N=C\c3ccc(Cl)c([N+](=O)[O-])c3)CC2)cc1
 : 52 | -0.2
> Cc1cc(NC(=O)CSc2nc(N)c(NC(=O)c3ccccc3F)c(=O)[nH]2)no1
 : 37 | -1.8
> COc1ccc(C2Nc3ccccc3C(=O)N2Cc2ccco2)cc1CN1C(=O)c2ccccc2C1=O (stereo unspecified)
 : 22&12 | -0.7&-1.9
> S=c1[nH]nc2n1CCCN2
 : 11 | -1.8
> CN1CCN(C(=O)/C=C/c2cn(-c3ccccc3)nc2-c2ccc3c(c2)OCCO3)CC1
 : 13 | -2.7
> CO/N=C(\C)C(Cc1ccc(Cl)nc1)Cc1ccc(Cl)nc1
 : 9 | 0.4
> COc1cccc(C(=O)Nc2ccc(F)c(F)c2F)c1
 : 16 | -0.5
> COc1ccc(C(=O)N(C)Cc2nc3ccccc3c(=O)[nH]2)cc1S(=O)(=O)N1CCCC1
 : 2 | -0.8
> COCC(C)n1c(C)cc(C(=O)CSc2nnc(Nc3ccccc3F)s2)c1C (stereo unspecified)
 : 23 | 0.5
> CCN1CCN(c2ccc(S(=O)(=O)N3CCCCC3)cc2NC(=O)/C=C/c2cccc(OC)c2OC)CC1
 : 27 | -0.3
> O=C(CCCn1c(=S)[nH]c2cc3c(cc2c1=O)OCO3)N1CCN(C2CCCCC2)CC1
 : 5 | -0.8
> Cc1ncc([N+](=O)[O-])n1CC(=O)NC(C)(C)C
 : 15 | /
> COc1ccc(C(CNC(=O)c2cccn2C)N2CCOCC2)cc1 (stereo unspecified)
 : -1 | -1.6
> CCOC(=O)N1CCN(C(=O)C(C)NC(=O)c2ccco2)CC1 (stereo unspecified)
 : 0 | /
> Nn1c(SCC(=O)NC2CCCCC2)nnc1-c1ccccc1F
 : 1 | 1.1
> Cc1cc(C)c2nc(N3CCC(C(=O)NCCCN4CCCCC4)CC3)sc2c1
 : 1 | 1.5
> COc1cc(/C=C2\C(=O)ON=C2c2ccc(Cl)cc2)ccc1O
 : 13 | -2.2

Part of the list above in order of formula weight, rising.
Under each structure: OX1R FRET antag | STK33 inh
> COc1c(F)c(F)c(C(=O)O)c(Nc2ccccc2)c1F
 : -3 | -1.5
> Cc1nn(-c2ccccc2)c(C)c1/C=N/NC(=O)c1cc(-c2ccc(Cl)s2)[nH]n1
 : 17 | 0.3
> Cc1ccc(S(=O)(=O)N2CCN(CC(=O)N/N=C\c3ccc(Cl)c([N+](=O)[O-])c3)CC2)cc1
 : 52 | -0.2

Following part
Under each structure: OX1R FRET antag | STK33 inh
> CCOCCCNC(=O)C1(O)c2cc(Br)ccc2NC(=O)N1c1cccc(OC)c1 (stereo unspecified)
 : 6 | -0.7
> O=C(Nc1cccc(C(=O)O)c1)/C(=C\c1ccco1)NC(=O)c1ccc(Br)o1
 : 9 | -0.3
> Cc1ccc2cccc(NC(=S)NC(=O)c3ccn(C)n3)c2n1
 : 65* | 0.1
> CCCN1CCC(=O)N([C@H](CSc2ccccc2)CC(C)C)CC1
 : 19 | -0.6
> CC1(C)S[C@@H]2[C@H](NC(=O)Cc3ccccc3)C(=O)N2[C@H]1C(=O)O
 : 13&4 | -0.9&-2.0
> COc1ccc(NC(=S)N2CCCC(CO)C2)c(OC)c1 (stereo unspecified)
 : 8 | 0.0
> COc1ccc(-c2nc(CN3CCC(C(=O)NCC4CCCO4)CC3)c(C)o2)cc1OC (stereo unspecified)
 : 10 | -0.6
> COC(=O)[C@H](Cc1ccccc1)NC(=O)Nc1ccc(C)cc1
 : 17 | 0.3
> CCC(C(=O)OCC(=O)Nc1c(C)n(C)n(-c2ccccc2)c1=O)c1ccccc1 (stereo unspecified)
 : 2 | -1.3
> CCOc1ccccc1NC(=O)Cn1c(-c2ccc(Cl)cc2)noc1=O
 : 20 | 0.0
> CC(Sc1nc2ccccc2c(=O)n1C)C(=O)NC1CCCCC1C (stereo unspecified)
 : 16 | -0.5
> O=C1OCCN1C(=O)[C@H]1[C@H](c2ccc([N+](=O)[O-])cc2)C(c2ccc(F)cc2)=NN1c1ccc(Br)cc1
 : 2 | /
> N#C/C(=C\c1ccccc1C(F)(F)F)C(=O)Nc1ccccc1F
 : 5 | -0.8
> CCOC(=O)c1c(C)[nH]c(C)c1C(=O)COC(=O)c1cccs1
 : 15 | -0.8
> Cc1ncc(CSc2ccc(Cl)cc2)c(CO)c1O
 : -10 | -2.0
> Cc1ccc(C)c(NC(=O)C(C)CC2COCCO2)c1 (stereo unspecified)
 : 25 | -0.4
> CC(C)N(CC(O)COc1ccc(CC(N)=O)cc1)CC(O)COc1ccc(CC(N)=O)cc1 (stereo unspecified)
 : -10 | -0.7
> CCC1(CC)C(=O)C2=C3C1[C@H](C(=O)OC)C=C(C(=O)OC)C[C@H]3n1c(=O)n(-c3ccccc3)c(=O)n1[C@H]2C (stereo partly specified)
 : 16 | -0.1
> O=C(NCCc1cscn1)C1CCC(=O)N(Cc2ccc(Cl)cc2)C1 (stereo unspecified)
 : 37 | 0.8
> Cc1ccc(S(=O)(=O)N(C)C)cc1NC(=S)NC(=O)C12CC3CC(CC(C3)C1)C2
 : 8 | 0.8

Next part.
Under each structure: OX1R FRET antag | STK33 inh
> CCOc1ccc(CCNC(=O)COC(=O)/C=C/c2ccccc2OC)cc1OCC
 : 16 | 0.1
> COc1ccccc1N(C)C(=O)c1cc(S(=O)(=O)N2CCc3ccccc32)cn1C
 : 8 | -1.8
> COc1ccc(CN2C(=O)NC3(CCCCCC3)C2=O)cc1F
 : 16 | 0.5
> C[C@H](CO)N1C[C@H](C)[C@@H](CN(C)S(C)(=O)=O)Oc2c(NC(=O)Nc3ccc(C(F)(F)F)cc3)cccc2C1=O
 : -7 | /
> CC(C)[C@H](NC(=O)c1ccccc1)C(=O)OCC(=O)NCCC1=CCCCC1
 : 11 | -0.2
> Cc1nnc(SCC(=O)NCc2ccco2)n1-c1ccc(F)cc1
 : 10 | -1.5
> CCn1nc(C)cc1C(=O)N(C)C1CCCN(Cc2ccccc2F)C1 (stereo unspecified)
 : 46 | -0.4
> COc1ccc(C(=O)NCC(=O)N/N=C/c2cn[nH]c2-c2ccccc2)cc1
 : 12 | -1.6
> Nc1c(C(=O)Nc2ccc3c(c2)OCCO3)nnn1Cc1ccc(F)cc1
 : 14 | -1.5
> Cc1cnc(C)c(N2CCN(Cc3cn(C)nc3-c3cccc(Cl)c3)CC2)n1
 : 8 | 0.0
> C[C@H](NC(=O)N1CCC(Cc2ccccc2)CC1)C(=O)O
 : 3 | -1.7
> CCOc1ccc(C2C(C(=O)c3cccs3)=C(O)C(=O)N2CCN2CCOCC2)cc1 (stereo unspecified)
 : 3 | -2.2
> C1CCC(Nc2nc3nonc3nc2N2CCSCC2)C1
 : 9 | -0.7
> CCOc1ccc(S(=O)(=O)Nc2ccccc2SC)c2cccnc12
 : 11 | -0.8
> c1ccc(CCNc2nc(-c3ccncc3)nc3ccccc23)cc1
 : 8 | -2.4
> CSC(=NC#N)N1CCN(c2cccc(Cl)c2)CC1
 : 9 | -0.2
> COC(=O)c1ccc(C(=O)N(C)C2CCCN(Cc3ccccc3F)C2)nc1 (stereo unspecified)
 : 10 | 2.5
> CN(Cc1ccccc1)C(=O)c1ccc(NC(=O)Cc2ccc([N+](=O)[O-])cc2)cc1
 : 1 | 0.3
> COc1ccc2[nH]cc(CCNS(=O)(=O)c3ccc(NC(C)=O)cc3)c2c1
 : 22 | -1.1
> N=c1n(CC(=O)c2cccs2)c2ccccc2n1Cc1ccccc1
 : 4 | -0.7

With a hit mark in OX1R FRET antag, of those listed so far:
Under each structure: OX1R FRET antag | STK33 inh
> CC(=O)N1CCN(c2ccc([N+](=O)[O-])cc2C#N)CC1
 : 100* | 0.2
> Cc1ccc2cccc(NC(=S)NC(=O)c3ccn(C)n3)c2n1
 : 65* | 0.1

Later entries
Under each structure: OX1R FRET antag | STK33 inh
> O=c1c2ccccc2oc2cc(-c3ccc4cc[nH]c4c3)ccc12
 : 80* | -0.5
> CCNC(C(=O)c1c[nH]c2c(CC)cccc12)c1ccccc1 (stereo unspecified)
 : 8 | -2.4
> CC(C)c1ccc(NC(=O)CSc2n[nH]c(=O)n2Cc2ccco2)cc1
 : 5 | -0.8
> CCC/C=C(\CCC)C(NC(=O)c1ccc(C(F)(F)F)cc1)c1ccccc1 (stereo unspecified)
 : 16 | 0.8
> CN(C)CCN(Cc1cccs1)S(=O)(=O)c1csc(C(N)=O)c1
 : 3 | -0.1
> CCOc1cc(CNc2ccc(N(C)C)cc2)cc(Br)c1OCC(=O)NC(C)(C)C
 : 36 | 1.0
> CN/S(=N/S(=O)(=O)c1ccccc1)c1ccc(C)cc1 (stereo unspecified)
 : 17 | -0.1
> Cc1ccc(C)c2nc(Cl)c(C3NC(=O)c4ccccc4N3)cc12 (stereo unspecified)
 : 12 | -1.0
> C/C=C/C(=O)OCC(=O)Nc1cc(OC)c([N+](=O)[O-])cc1C
 : 30 | /
> COc1ccc(C(=O)/C=C/C(=O)N(Cc2ccc3c(c2)OCO3)C(C(=O)NC2CCCCC2)c2ccncc2)c(O)c1 (stereo unspecified)
 : 3 | 0.5
